# Source: PubChem BioAssay
# IL-1B inflam inh – blocks inflammasome-driven IL-1 beta release | THP-1 LPS/ATP IL-1B secretion, AlphaLISA, 16 h; hits give low values | activity change, % at 57.5 µM | hit rate 4.7% among 360,000 | AID 743279; in the data active = activity change below about -50%; inconclusive = mostly about -30% to -49%; also: % is scaled to controls: 0 for no effect and ±100 for the full control effect
#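 THP-1 cells pretreated 1 hr with compounds (up to 57.5 uM final), then stimulated with LPS (250 ng/mL final) plus ATP (1.25 mM final); secreted IL-1B measured by AlphaLISA after 16 hr, decreased signal indicating inhibition.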
# ATXN2 expr inh – reduces ATXN2 reporter expression in HEK-293 cells; HEK-293 ATXN2-luciferase reporter, luminescence, 24 h; Potency, µM (titrated, usually from 57 µM), inactives show at the top dose activity change, negative = inhibition, hits mostly inhibitors; hit rate 0.72% among 360,000; AID 1745845; also: potency is read from the fitted curve at half-maximal effect; % is scaled to controls: 0 for no effect and ±100 for the full control effect; nearly all actives have a fitted effect of over 55% in size
#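 ATXN2-luciferase reporter cells (luciferase flanked by upstream and downstream ATXN2 gene portions) were treated 24 h at 37 °C with compounds at up to 57 uM. SteadyGlo luminescence gave expression; GF-AFC fluorescence gave viability.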
# KB-3-1 cytotox – KB-3-1 parental cell cytotoxicity. hit rate 1.4% among 400,000. KB-3-1 viability, CellTiter-Glo ATP luminescence, 72 h. Potency, µM (titrated, usually from 46.1 µM), without a hit: top-dose activity change, negative = cytotoxic, usual class: cytotoxic; also: potency is read from the fitted curve at half-maximal effect; % is scaled to controls: 0 for no effect and ±100 for the full control effect; nearly all actives have a fitted effect of over 60% in size
#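 Parental KB-3-1 viability, qHTS format: 72 h compound exposure, 37 °C; CellTiter-Glo; media-only wells and DMSO plates as controls; concentration-effect fits on corrected data.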
# KB-V1 MDR tox – KB-V1 MDR subline cytotoxicity; KB-V1 MDR cells viability, CellTiter-Glo, 72 h; Potency, µM (top dose mostly 46.1 µM), without a hit: at the top dose activity change, negative = cytotoxicity, most hits filed as cytotoxic; hit rate 3.4% among 400,000; also: potency is read from the fitted curve at half-maximal effect; % is scaled to controls: 0 for no effect and ±100 for the full control effect; nearly all actives have a fitted effect of over 60% in size
#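 KB-V1, DMEM (no phenol red) + 10% FBS; cpd pin-transferred, titration series; 72 h, 37 degrees C; CellTiter-Glo, luminescence. Data normalized, curve-fit.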
# HT1080 IDH1KD tx – kills HT-1080 cells with IDH1 knockdown; hit rate 2% among 360,000; HT-1080 IDH1 knockdown viability, ATP luminescence, 48 h; Potency, µM (titrated, usually from 46.1 µM), for the others: at the highest dose activity, negative = toxicity, actives largely listed as cytotoxic;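 also: potency is read from the fitted curve at half-maximal effect; 0% = DMSO wells and -100% = cell-free medium wells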
#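 Viability of IDH1-knockdown HT-1080 fibrosarcoma cells was assessed by CellTiter-Glo after 48 h at 37 °C with titrated compound; concentration-effect curves were classified by fit quality and response size.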
# HT1080-NT tox – kills 2HG-producing HT-1080-NT fibrosarcoma cells; hit rate 1.6% among 360,000; Potency, µM (series often up to 46.1 µM), inactives show at the top dose activity, negative = less viability, most hits filed as cytotoxic; AID 686970; HT-1080-NT fibrosarcoma viability, CellTiter-Glo ATP luminescence, 48 h;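 also: NT is the 2HG producing partner of a matched IDH1 knockdown line; potency is read from the fitted curve at half-maximal effect; 0% = DMSO-treated cells and -100% = media-only wells without cells; nearly all actives have a fitted effect of over 55% in size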
#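 Viability by CellTiter-Glo luminescence after 48 h compound exposure at 37C of HT-1080-NT cells (750/well, RPMI, 5% FBS). % activity scaled between DMSO wells and medium-only wells, then curve-fitted and categorized by curve class.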
# WRN inhibitor – inhibitors of human WRN helicase | Q14191 | WRN helicase unwinding, fluorescent forked duplex, kinetic | Potency, µM (titrated, usually from 114 µM), inactives show at the highest dose activity change, negative = inhibition, usual class: inhibitors | hit rate 0.46% among 360,000; also: potency is read from the fitted curve at half-maximal effect; % is scaled to controls: 0 for no effect and ±100 for the full control effect; nearly all actives have a fitted effect of over 55% in size
#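 Enzyme (20 nM final) and test compound sit together 15 min at room temperature before substrate addition. Substrate is a single-forked duplex oligonucleotide (100 nM) labelled with fluorophore and quencher, with 2 mM ATP; helicase unwinding raises red fluorescence, read kinetically.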
# MCF10A rerep – induces DNA re-replication in MCF 10a normal breast cells; MCF 10A DNA re-replication, Hoechst nuclear intensity, 48 h; Potency, µM (highest dose often 46.1 µM), inactives show at the highest dose activity, positive = re-replication, actives largely listed as activators; hit rate 2.9% among 350,000; also: potency is read from the fitted curve at half-maximal effect; % of control where 0% means no effect; nearly all actives have a fitted effect of over 50% in size
# SW480 rerep – inducers of DNA re-replication in SW480 colon cancer cells | Potency, µM (titrated, usually from 46.1 µM), for the others: at the top dose re-replication activation, actives largely listed as activators | SW480 DNA re-replication, Hoechst DNA content imaging, 48 h | hit rate 1.8% among 340,000; also: potency is read from the fitted curve at half-maximal effect; % of control where 0% means no effect; nearly all actives have a fitted effect of over 55% in size
#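 Per well, 250 cells were exposed to pinned compound for 48 hr. Nuclear DNA was visualised with Hoechst (40 min, 37 C) and total object intensity recorded by fluorescence scanning.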
# The depositor's hits bear a star; u = inconclusive; x = no result given; [ ] = remark or other dose. Unless noted, calls follow the shape of the dose curve; as a rule, active = well fitted curve in the direction sought with a large enough effect; inconclusive = small, poorly fitted or top-dose-only effect, or another doubt; inactive = no such curve, though single readings can be large; an effect the other way counts as inactive or inconclusive.
# Key to letters: A = IL-1B inflam inh; B = ATXN2 expr inh; C = KB-3-1 cytotox; D = KB-V1 MDR tox; E = HT1080 IDH1KD tx; F = HT1080-NT tox; G = WRN inhibitor; H = MCF10A rerep; I = SW480 rerep
> CCCCn1nc2cc(C(=O)NCCCCc3ccccc3)ccc2c1OCC
  A = 26; B = -12%; C = 7%; D = -5%; E = -2%; F = 1%; G = -10%; H = 16%; I = -1%
> CCOc1ccc(NC(=O)C2CCC(C)(C(=O)O)C2(C)C)cc1 (centres undefined)
  A = 9; B = 5%; C = -1%; D = 17%; E = 18%; F = 12%; G = -12%; H = 2%; I = 1%
> O=C(OCc1ccccc1)N1CCC2CC1c1cc(-c3ccc4c(c3)OCO4)ccc12 (centres undefined)
  A = 9; B = 42%[activator]; C = 0%; D = 0%; E = 3%; F = -3%; G = -11%; H = -3%; I = -14%
> COc1ccc(F)cc1-c1cc(C(=O)N2CCc3ccccc3C2)[nH]n1
  A = -10; B = 2%; C = 0%; D = 0%; E = 9%; F = u; G = 1%; H = x; I = x
> Cc1c(C#N)c2ccccc2n1CC(=O)NCc1ccccc1
  A = 10; B = 4%; C = 3%; D = -7%; E = -18%; F = -18%; G = -1%; H = -2%; I = -1%
> Cc1ccsc1C(C(=O)NC(C)(C)C)N(Cc1ccco1)C(=O)c1csnn1 (centres undefined)
  A = 1; B = 3%; C = 10%; D = -26%; E = 13%; F = 5%; G = 1%; H = 12%; I = -7%
> C/C(=N/NS(=O)(=O)c1ccc(Br)cc1)c1cccc(NC(=O)C2CC2)c1
  A = -1; B = x; C = 2%; D = -6%; E = 1%; F = -2%; G = 9%; H = x; I = x
> O=c1oc2cc(OCc3ccc(F)cc3F)ccc2cc1-c1ccccn1
  A = -10; B = 7%; C = 4%; D = 27%; E = 13%; F = 25%; G = 2%[57.1 µM]; H = u; I = 22%
> Nc1ccc2c(c1)C/C(=C/c1ccco1)C2=O
  A = -70*; B = 32%[activator]; C = -18%; D = -19%; E = -11%; F = -2%; G = -34%; H = 0%; I = u
> Cc1cc(C)cc(C(=O)Nc2ccncc2)c1
  A = -13; B = -15%; C = 1%; D = -2%; E = -2%; F = -7%; G = 5%; H = 5%; I = -7%
> Cc1cc(CN(C)Cc2c(C(=O)N3CCCCCCC3)nc3ccc(Cl)cn23)n[nH]1
  A = -5; B = -4%; C = -26%; D = 3%; E = -2%; F = -16%; G = 5%; H = 2%; I = -4%
> COc1ccc(S(=O)(=O)N2CCC(C(=O)N3CCCCCC3)CC2)cc1
  A = -2; B = -16%; C = 4%; D = -24%; E = 4%; F = 9%; G = 3%; H = -8%; I = -7%
> Cc1cc(=O)oc2cc(NC(=O)c3ccccc3OC(F)F)ccc12
  A = 28; B = 30%[activator]; C = 27%; D = u; E = -23%; F = -20%; G = -2%; H = 2%; I = -4%
> O=C(C1CCCCC1)N1CCC(CO)(Cc2ccccc2Cl)CC1
  A = u; B = x; C = -6%; D = -20%; E = 2%; F = 0%; G = 5%; H = -2%; I = -14%
> COc1ccc(-c2cc(C(=O)N3CCCC(C(F)(F)F)C3)c3ccccc3n2)cc1OC (centres undefined)
  A = u; B = -2%; C = -3%; D = -5%; E = -1%; F = -17%; G = -11%; H = u; I = -278%[inhibitor]
> O=C(Nc1nnc(-c2ccccc2Cl)o1)c1ccco1
  A = -1; B = 0%; C = -8%; D = 16µM*; E = u; F = 8.9µM*; G = -2%; H = 99%; I = 12µM*
> CC1CCN(CC(=O)Nc2ccc(S(=O)(=O)N3CCC(C)CC3)cc2)CC1
  A = u; B = -16%; C = u; D = u; E = -8%; F = -13%; G = u; H = u; I = -6%
> O=C(CS(=O)c1cccc(C(F)(F)F)c1)Nc1ccc(Cl)cc1Cl (centres undefined)
  A = 12; B = -17%; C = -2%; D = -1%; E = -9%; F = -1%; G = 12%; H = -177%[0.0737 µM]; I = -3%
> CCC(=O)Nc1ccc(C(=O)CSc2nc3ccc(C)cc3[nH]2)cc1
  A = 12; B = -6%; C = u; D = -10%; E = 1%; F = -4%; G = 6%; H = 11%; I = u
> CSc1nn2cc(CCN3CCOCC3)c(-c3ccc(F)cc3)nc2c1C#N
  A = 2; B = -17%; C = 8%; D = u; E = -8%; F = -16%; G = -2%; H = 1%; I = 14%
> CCCn1ncc(C(=O)N(C)C2CCCN(Cc3ccccc3F)C2)c1C (centres undefined)
  A = 6; B = 0%; C = -6%; D = u; E = -1%; F = 2%; G = -5%; H = 3%; I = 2%
> Nc1nnc(SCC(=O)OCc2ccc(Cl)c(Cl)c2)s1
  A = 23; B = -8%; C = -2%; D = 2%; E = 5%; F = 10%; G = -10%; H = 6%; I = -11%
> CC(=O)c1cccc(S(=O)(=O)N2CCCC(c3nc4c(nnn4Cc4ccc(C)cc4)c(=O)[nH]3)C2)c1 (centres undefined)
  A = -55*; B = -3%; C = -28%; D = 0%; E = u; F = -27%; G = 13%; H = -9%; I = 4%
> O=C(O)c1ccccc1C(=O)N1CCN(c2ccccc2)CC1
  A = 0; B = -2%; C = 23%; D = u; E = 17%; F = 17%; G = -2%; H = -5%; I = -4%
> COCCC(=O)N1CCC(Oc2ccc(C(=O)N3C[C@@H]4CCC[C@H]3C4)cc2)CC1
  A = 1; B = 3%; C = 21%; D = -4%; E = 3%; F = 0%; G = -2%[57.1 µM]; H = 12%; I = 15%
> O=C(COC(=O)c1ccccc1Br)Nc1nnc(-c2ccccc2)o1
  A = -2; B = 5%; C = -2%; D = -27%; E = -14%; F = -10%; G = -19%; H = u; I = -12%
> COc1ccc(CC2(CO)CCN(C(C)Cc3ccc(Cl)cc3)CC2)cc1 (centres undefined)
  A = -67*; B = -33%; C = 0%; D = 2%; E = u; F = u; G = 4%; H = 25%; I = 25%
> COc1ccc(-c2cc(-c3ccccc3)nc(Cl)n2)cc1OC
  A = -5; B = -19%; C = -16%; D = 0%; E = -15%; F = -7%; G = 3%; H = 23µM*; I = u
> CCN(CC(=O)Nc1c(F)cccc1F)C(=O)c1cc(C)oc1C
  A = -2; B = 2%; C = -4%; D = -1%; E = 8%; F = 4%; G = 10%; H = 0%; I = -5%
> CC(C)CC(=O)c1c[nH]c(C(=O)NCCCN2CCOCC2)c1
  A = 4; B = -4%; C = -3%; D = -24%; E = 0%; F = 5%; G = -2%; H = -1%; I = -8%
> CNC(=S)N1N=C(c2ccc(OC)cc2)CC1c1ccccc1Cl (centres undefined)
  A = -24; B = -15%; C = -14%; D = -25%; E = -2%; F = 0%; G = u; H = 14%; I = -12%
> CCc1c(N)nc(N)nc1Nc1ccccc1C
  A = -18; B = -18%; C = 0%; D = -23%; E = -17%; F = 1%; G = -6%; H = 15%; I = u
> CN1CCN(C(=O)CCC(=O)O)CC1
  A = 26; B = 2%; C = 20%; D = 0%; E = 14%; F = 9%; G = -2%; H = 7%; I = -12%
> CCOC(=O)C1=NN(C(C)=O)C2(CC(=O)N(c3cc(C)cc(C)c3)C2=O)C1 (centres undefined)
  A = 34; B = -17%; C = 0%; D = 23%; E = 10%; F = 1%; G = 4%; H = 1%; I = -7%
> COc1ccc(S(=O)(=O)N(CCc2ccccc2)CC(=O)NC(C)C)cc1
  A = 13; B = 12%; C = -2%; D = -14%; E = 3%; F = 2%; G = -1%; H = -24%; I = -1%
> CCOC(=O)C1(CCOC)CCN(C(C)CCc2ccc(OC)cc2)CC1 (centres undefined)
  A = 4; B = x; C = 0%; D = -7%; E = -2%; F = -6%; G = 7%; H = 13%; I = u
> O=C1CCCN1CCCNS(=O)(=O)c1ccc(F)cc1F
  A = 33; B = 5%; C = 21%; D = 5%; E = -3%; F = 6%; G = 5%; H = -5%; I = -7%
> O=C(Cn1ccccc1=O)c1cccs1
  A = 20; B = 5%; C = 13%; D = 5%; E = u; F = 5%; G = -9%; H = -9%; I = -8%
> COC(=O)C1=C(C)N(C)C(=O)NC1c1ccc(O)c(OC)c1 (centres undefined)
  A = 11; B = 0%; C = 20%; D = u; E = 5%; F = 5%; G = 1%; H = 2%; I = -8%
> Cc1cc(Oc2nnnn2-c2ccccc2)ccc1Cl
  A = -4; B = 58%[activator]; C = 4%; D = -7%; E = 0%; F = 2%; G = 2%; H = 2%; I = -14%

# Printed as active in SW480 rerep (from the list above):
compound	IL-1B inflam inh	WRN inhibitor	SW480 rerep
O=C(Nc1nnc(-c2ccccc2Cl)o1)c1ccco1	-1	-2%	12µM*

# Whole records, quoted from the list.
# O=C(COC(=O)c1ccccc1Br)Nc1nnc(-c2ccccc2)o1 is listed as IL-1B inflam inh = -2; ATXN2 expr inh = 5%; KB-3-1 cytotox = -2%; KB-V1 MDR tox = -27%; HT1080 IDH1KD tx = -14%; HT1080-NT tox = -10%; WRN inhibitor = -19%; MCF10A rerep = u; SW480 rerep = -12%
# CCc1c(N)nc(N)nc1Nc1ccccc1C is listed as IL-1B inflam inh = -18; ATXN2 expr inh = -18%; KB-3-1 cytotox = 0%; KB-V1 MDR tox = -23%; HT1080 IDH1KD tx = -17%; HT1080-NT tox = 1%; WRN inhibitor = -6%; MCF10A rerep = 15%; SW480 rerep = u
